# Assay outcomes deposited in PubChem BioAssay by Southern Research Specialized Biocontainment Screening Center.
# M. tuberculosis HTS: M. tuberculosis growth inhibition, HTS (AID 449762) | actives 0.59% (n = 330,000) | M. tuberculosis H37Rv growth inhibition, 7H9 media; higher % means a stronger effect | inhibition, % at 25 µM; hits with a dose series show IC50 in µM; in the data active = a potency from the dose series; inconclusive = inhibition above about 70% without an active follow-up result;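 also: bacterial growth assessed after seven days of incubation; strong numbers were not always called active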
# PhoP GFP inhibition: PhoP regulon inhibitors, Salmonella typhi PhoP promoter GFP reporter, confirmatory (AID 1850); Salmonella Typhi PhoP-promoter GFP reporter, fluorescence, 4 h; higher % means a stronger effect; inhibition, % at 50 µM, or IC50 in µM where a hit was titrated; actives 0.33% (n = 310,000); in the data active = a potency from the dose series; inconclusive = inhibition mostly from about 25% at the one dose, without a potency; inactive = the rest, 99 in 100 with inhibition below about 19%;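 also: 0% = induced wells with vehicle and 100% = uninduced wells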
# M. tuberculosis: growth inhibition of non-replicating M. tuberculosis (AID 488890) | actives 0.39% (n = 320,000) | Mycobacterium tuberculosis non-replicating, growth inhibition; higher % means a stronger effect | one-dose inhibition, % at 25 µM; IC50 in µM for titrated hits; in the data active = a potency from the dose series; inconclusive = inhibition mostly from about 82% at the one dose, without a potency; inactive = the rest, 99 in 100 with inhibition below about 76%;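 also: plate controls were DMSO cells for no effect and high antibiotic wells for full effect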
# inhibitors of VEEV: inhibitors of VEEV TC-83 cytopathic effect, confirmation, Vero cells (AID 588727); inhibition, % at 20 µM; hits with a dose series show IC50 in µM; Vero cells, VEEV TC-83 cytopathic effect inhibition; higher % means a stronger effect; actives 0.13% (n = 350,000); in the data active = a potency from the dose series; inconclusive = inhibition mostly from about 14% at the one dose, without a potency; inactive = the rest, 99 in 100 with inhibition below about 12%; also: strong numbers were not always called active
# influenza NS1A: H1N1 influenza NS1A inhibitors, functional cell based assay (AID 504329); NS1A functional cell-based assay, percent inhibition; higher % means a stronger effect; inhibition, % at 12.5 µM, or IC50 in µM where a hit was titrated; actives 0.3% (n = 340,000); in the data active = a potency from the dose series; inconclusive = inhibition above about 27% without an active follow-up result; also: strong numbers were not always called active
# inhibitors of VEEV 10K pilot screen: also measured in inhibitors of VEEV; calls as there; inhibition, %; measured here: 10K pilot screen inhibition
# * marks the source's active call; other numbers are inactive results; i = inactive; ? = inconclusive; . = no result given. Not a hit list; 1.6% or so of the library scored in one or more.
# Sample of the layout, five compounds:
SMILES,M. tuberculosis HTS,PhoP GFP inhibition,M. tuberculosis,inhibitors of VEEV,influenza NS1A,others
CC(Sc1n[nH]c(-c2cccs2)n1)C(=O)Nc1ccc(C(N)=O)cc1 (stereo unspecified),-3%,.,3%,i,-10%,
Cc1ccc(/C=N/NC(=O)c2csc3c2CCCC3)cc1,7%,-2%,35%,8.9%,3%,
Cc1cccc(-c2noc(-c3ccno3)n2)c1,-7%,8%,24%,0.3%,9%,
CCCCn1c(N)c(C(=S)NC(=O)CC(C)C)c(=O)n(C)c1=O,.,.,.,1.1%,0%,inhibitors of VEEV 10K pilot screen=4.2
CN(C(=O)c1ccc(NC(=O)Cc2cccc(NC(=O)C3CCCN(C(=O)C4CCCC4)C3)c2)cc1)C1CCCC1 (stereo unspecified),-8%,.,54%,4.2%,-10%,

# The list itself, previewed entries included:
SMILES,M. tuberculosis HTS,PhoP GFP inhibition,M. tuberculosis,inhibitors of VEEV,influenza NS1A,others
CC(Sc1n[nH]c(-c2cccs2)n1)C(=O)Nc1ccc(C(N)=O)cc1 (stereo unspecified),-3%,.,3%,i,-10%,
Cc1ccc(/C=N/NC(=O)c2csc3c2CCCC3)cc1,7%,-2%,35%,8.9%,3%,
Cc1cccc(-c2noc(-c3ccno3)n2)c1,-7%,8%,24%,0.3%,9%,
CCCCn1c(N)c(C(=S)NC(=O)CC(C)C)c(=O)n(C)c1=O,.,.,.,1.1%,0%,inhibitors of VEEV 10K pilot screen=4.2
CN(C(=O)c1ccc(NC(=O)Cc2cccc(NC(=O)C3CCCN(C(=O)C4CCCC4)C3)c2)cc1)C1CCCC1 (stereo unspecified),-8%,.,54%,4.2%,-10%,
CCCC(O)(CCC)C(=O)NN(C(=O)CCl)c1ccccc1,64%,3%,?,1.9%,8%,
CN(CC(=O)Nc1cccc(F)c1)C(=O)c1cccnc1Sc1ccccc1,1%,-5%,-5%,3.4%,-4%,
COc1cc(NC(=O)c2cccc([N+](=O)[O-])c2)ccc1NC(=O)c1cc2ccccc2o1,2%,1%,-4%,i,2%,
Cc1oc(-c2ccccc2)cc1C(=O)NCc1ccncc1,-9%,-3%,7%,1.3%,6%,
COc1ccc2c(c1)nc(NCCCO)n2Cc1ccccc1,-5%,-12%,3%,0.3%,-9%,
CC(NC(=O)C(=O)N1CCCCC1)C(c1cccs1)N1CCN(C)CC1 (stereo unspecified),-2%,-12%,-2%,i,-8%,
COc1ccc(-c2csc3ncnc(N4CCN(c5ccccc5[N+](=O)[O-])CC4)c23)cc1,-11%,-6%,19%,7.0%,17%,
CC1(C)CC(CCN(Cc2ccccc2)C(=O)c2ccco2)(c2ccccc2)CCO1 (stereo unspecified),4%,-1%,30%,6.2%,4%,
O=C(CSc1nnc(CNC(=O)c2ccccc2F)o1)c1ccc(Cl)cc1,4%,5%,42%,3.3%,1%,inhibitors of VEEV 10K pilot screen=0.7
Cc1ccc(C(C)C)c(OCC(=O)NNC(=O)Nc2ccccc2)c1,1%,2%,-14%,6.2%,-21%,
Cn1c(NC(=O)C2CCCO2)cc(=O)n(C)c1=O (stereo unspecified),-5%,-8%,5%,i,1%,
O=C(c1ccc(F)cc1)c1c[nH]c(C(=O)NCCCN2CCOCC2)c1,2%,8%,-4%,2.4%,-7%,
O=C(OCC(=O)c1c[nH]c2ccccc12)c1ccc([N+](=O)[O-])s1,?,?,0.79µM*,1.1%,10%,inhibitors of VEEV 10K pilot screen=2.0
N#C/C(=C/Nc1ccccc1)c1ccsc1,-3%,-2%,-1%,2.0%,-1%,
CS(=O)(=O)c1nncn1-c1ccccc1,-1%,-5%,-8%,0.9%,7%,
COc1ccc(OC)c2[nH]c(=O)c(CCNC(=O)c3ccc(Br)o3)cc12,-5%,-5%,9%,1.0%,9%,
Cc1nn(Cc2ccccc2)c(Cl)c1C(=O)NCc1ccc(C)n1C,-19%,4%,39%,i,1%,
CCOc1ccc(-n2c(=S)sc3c(=O)[nH]c(SCC(=O)NC(C)CC)nc32)cc1 (stereo unspecified),0%,-8%,13%,2.2%,-4%,
O=C1NC2(CCCCC2)C(=O)N1CC(=O)N(Cc1ccccc1)c1ccccc1,-6%,-9%,47%,i,2%,
Cc1cc(C)c(OCCCCCn2ccnc2)c(C)c1,?,-2%,?,i,-23%,
c1ccc(-c2nnc(-c3ccco3)n2-c2ccccc2)cc1,-7%,-11%,-7%,4.0%,-4%,
Cc1ccc(NC(=O)C2CC2C)c(Cl)c1 (stereo unspecified),4%,-10%,0%,2.1%,-9%,
CSCc1cc(N2CCOCC2)nc(-c2ccccc2)n1,-2%,-7%,-4%,1.2%,-3%,inhibitors of VEEV 10K pilot screen=2.7
O=C(CNc1ccc2ccccc2c1)N/N=C/C=C/c1cccc([N+](=O)[O-])c1,?,2%,12%,i,-5%,
COc1cccc(NS(=O)(=O)c2ccc3[nH]cc(C(=O)NCCCOC(C)C)c(=O)c3c2)c1,5%,-12%,18%,5.1%,1%,
COc1cccc(NC(=O)C2CCN(S(=O)(=O)c3ccc4[nH]c(=O)ccc4c3)CC2)c1,4%,5%,-13%,i,-7%,inhibitors of VEEV 10K pilot screen=0.2
COc1ccc(CCNC(=O)Cc2ccc3c(c2)OCO3)cc1OC,0%,1%,-11%,i,12%,
c1cncc(CN=C2Nc3ccccc3CS2)c1,-8%,2%,4%,2.8%,.,
Cc1cc(Cl)nc(SCC(=O)c2ccccc2)n1,4%,10%,74%,0.4%,-5%,
COc1cccc(NC(=O)CSc2nc3ccccc3c3nc4ccccc4n23)c1,-3%,-2%,-8%,i,-5%,inhibitors of VEEV 10K pilot screen=0.4
Cc1nnc2ccc(-c3cccc(C(F)(F)F)c3)nn12,28%,-3%,1%,0.6%,-5%,
Cc1cc(C)cc(N2C(=O)c3nccnc3C2=O)c1,-7%,-5%,1%,0.6%,3%,
C#CCN1C(=O)C(O)(CC(=O)c2ccc3c(c2)OCCO3)c2ccccc21 (stereo unspecified),5%,-1%,.,0.4%,-2%,
COCCCn1c(=O)c2ccccc2n(Cc2ccccc2C)c1=O,2%,-8%,44%,3.9%,-5%,
Cc1ccccc1NC(=O)COc1cccc2c1CCNC2=O,5%,-2%,-11%,9.3%,-5%,
COC(=O)c1sc(N)c(C(=O)OC)c1CSc1nc2sc3c(c2c(=O)n1C)CCC3,-2%,13%,-12%,9.6%,-5%,
CC(C)n1c(SCc2ccccc2F)nc2c1c(=O)n(C)c(=O)n2C,-3%,13%,9%,7.3%,4%,
CC1CCCCN1C(=O)c1ccc(CS(=O)(=O)Cc2ccccc2)cc1 (stereo unspecified),-9%,-4%,0%,1.4%,-7%,
Cc1csc(NC(=O)C2CCCC2)n1,-3%,-14%,9%,5.1%,-5%,
CC(Oc1ccccc1)C(=O)OCC(=O)Nc1sccc1C(N)=O (stereo unspecified),-2%,.,-1%,2.0%,-10%,
O=C(Cc1coc2ccc3ccccc3c12)NCc1cccs1,6%,-2%,35%,1.9%,2%,
Nc1ccccc1Nc1cc(-c2ccccc2)[nH]n1,.,.,.,5.4%,21%,
CCCCNCc1cc(Br)c(OCC(=O)N2CCOCC2)c(OC)c1,-8%,-10%,-6%,0.4%,-5%,
CCN1CCN(Cc2c(O)ccc3c(C)cc(=O)oc23)CC1,0%,4%,-3%,0.9%,-1%,
N=c1n(CCO)c2ccccc2n1Cc1ccc(Cl)cc1,-1%,11%,-10%,0.9%,14%,
CC(OC(=O)CN1C(=O)c2ccccc2C1=O)C(=O)NC1CCCCC1C (stereo unspecified),0%,1%,-11%,1.1%,6%,
Cc1cc(Oc2nc3c(C)cccn3c(=O)c2/C=C(\C#N)S(=O)(=O)c2ccccc2)ccc1Cl,2%,10%,1%,8.7%,-14%,
CCCCCCCC(=O)N/N=C/c1ccc([N+](=O)[O-])o1,?,27µM*,2.6µM*,i,8%,
CC(=O)c1ccc(OCC(O)CN2CC(C)OC(C)C2)cc1 (stereo unspecified),3%,-6%,0%,1.9%,-6%,
C[C@@H](NC(=O)c1ncn(C)c1C(=O)N[C@H](C)c1ccccc1)c1ccccc1,1%,.,7%,2.1%,4%,
Cc1nnc(NCc2cccc(Cl)c2)c2ccccc12,27%,3%,50%,1.9%,-3%,
CC(=O)Nc1sc2c(c1CN1CCCC1)CCCC2,1%,1%,-7%,0.2%,-5%,
O=C(CSc1nnc(-c2ccccc2F)n1CCc1ccccc1)Nc1ccc2[nH]c(=O)[nH]c2c1,-7%,3%,16%,3.8%,-2%,
Cc1ccoc1C(=O)NCCCNC(=O)c1occc1C,3%,15%,-5%,1.7%,-6%,
COc1cccc(CC(=O)NN2C(=O)NC3(CCCCC3)C2=O)c1,-3%,.,-7%,4.2%,2%,

# (list continues)
SMILES,M. tuberculosis HTS,PhoP GFP inhibition,M. tuberculosis,inhibitors of VEEV,influenza NS1A,others
O=C(CCCSc1nc2sc3c(c2c(=O)[nH]1)CCC3)NCCCO,1%,-6%,1%,0.2%,2%,
Nc1c(-c2ccccc2)c(CN2CCOCC2)nn1-c1cccc([N+](=O)[O-])c1,-5%,1%,-12%,1.1%,-1%,
CC1=NN2C(=N)/C(=C\c3ccc(SCc4ccccc4)o3)C(=O)N=C2S1,-8%,-2%,32%,7.5%,-6%,
c1ccc(Cc2nnc3sc(-c4cccs4)nn23)cc1,4%,-11%,60%,i,14%,
CC12CCCC(C(C#N)C(N)=O)(C1)NC(=O)C2C#N (stereo unspecified),.,.,.,i,-1%,
Cc1noc(C)c1S(=O)(=O)N(CC(=O)NC(C)c1ccccc1)c1ccc(C(C)C)cc1 (stereo unspecified),6%,-4%,-4%,0.2%,5%,
COc1cccc(/C=N/n2cnc3cc(C)c(C)cc32)c1OC,52%,-2%,26%,2.2%,4%,
C[C@H](O)[C@@H]1C(=O)N2CCc3ccc(-c4cccc(F)c4)cc3[C@@H]2C[C@@H]1N(C)C(=O)Nc1ccccc1,.,.,.,i,-2%,
Cc1ccc(S(=O)(=O)N2CCN(C(=O)c3cc(S(=O)(=O)N(C)C)ccc3N3CCCC3)CC2)c(C)c1,.,.,.,6.9%,0%,
CCOc1ccc(N=C2NN=C(c3cc(C)n(CC4CCCO4)c3C)CS2)cc1 (stereo unspecified),66%,9%,28%,1.1%,12%,
O=S(=O)(Nc1cccc2c1CCCC2)c1ccc(Cl)cc1,-7%,-6%,36%,3.4%,-22%,
O=C(CSc1nnc(-c2ccncc2)o1)NC1C2CC3CC(C2)CC1C3 (stereo unspecified),-5%,3%,76%,0.8%,2%,
CCOCCn1c(CN2CCCCC2C)nc2c1c(=O)n(C)c(=O)n2C (stereo unspecified),-5%,-6%,-4%,0.1%,32%,
CCc1ccc(OCCOC(=O)Nc2ccccc2)cc1,-4%,3%,54%,1.5%,-7%,
CC1CCCCC1NC(=O)COC(=O)/C=C/c1ccc2c(c1)OCO2 (stereo unspecified),3%,-2%,-17%,i,-4%,
CCOc1ccc2nc(Cl)c(/C=C/C(=O)c3ccco3)cc2c1,?,7%,64%,?,11%,
COc1ccc(C/C(N)=N/O)cc1,2%,-6%,-5%,1.6%,-9%,
CC(C)C[C@H](NC(=O)[C@H]1N2C(=O)c3ccccc3C2SC1(C)C)C(=O)N[C@@H](Cc1ccccc1)C(=O)O (stereo partly specified),-2%,-4%,-11%,1.1%,0%,
OCCNc1nc(-c2cccnc2)nc2ccccc12,-4%,-15%,9%,3.8%,-11%,
O=c1cc(-c2ccccc2)cc(-c2ccccc2)n1CCCO,-1%,11%,4%,i,4%,inhibitors of VEEV 10K pilot screen=0.5
COC(=O)C12CC3CC(C1)CC(n1cnc(Cl)n1)(C3)C2,-7%,-1%,-6%,1.2%,-1%,
CCN(CC)S(=O)(=O)c1cccc(-c2nnc(SCC(=O)NC3CCCCCC3)n2N)c1,-2%,-2%,9%,0.4%,-8%,
O=C(CSc1nnc(Cc2cccs2)n1Cc1ccco1)Nc1cccc(Cl)c1,-2%,-2%,13%,3.2%,7%,inhibitors of VEEV 10K pilot screen=0.5
Cc1c(C)c2ccc(OCC(=O)Nc3ccccn3)c(C)c2oc1=O,4%,-6%,-9%,4.1%,-5%,
O=C(O)CCc1nn2c3ccccc3n(CCN3CCCCC3)c2nc1=O,4%,2%,-26%,1.5%,18%,
COc1ccc(C(=O)/C=C/c2ccc(C)cc2)c(OC(=O)c2ccc([N+](=O)[O-])cc2)c1,40%,5%,68%,2.0%,-10%,
CCOC(=O)c1cnc2c(C(F)(F)F)cccc2c1N1CCN(C)CC1,3%,-7%,3%,i,4%,
CN1CC[C@]2(CCN3CCc4c(oc5ccccc45)[C@@H]3C2)N(C)C1=O,0%,-23%,-2%,0.6%,-8%,
